OXTR potentiator: human OXTR potentiation; 0.061% of 320,000 active; P30559; AID 2445; CHO-OTR cells, Fluo-8 calcium fluorescence, potentiator mode; 0% = oxytocin EC15, 100% = EC100; activation, % at 3 µM;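 active = activation above that plate's cutoff, the mean activation of tested compounds plus 3 SD, cut at about 6.6% in these data, passing the limit was not always enough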;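 note: 100% uses oxytocin at 75 nM as the full agonist control; some results filed as inactive read as strong as hits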
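Replication – single well per compound, singlicate · Assay system – CHO cell line stably expressing human OTR · Timing – 6 min pre-incubation, 100 s read · Measure – normalized max/min fluorescence ratio, % activation · Doses – 3.0 µM, one dose · Detection – Fluo-8 calcium dye fluorescence · Probe or stimulus – oxytocin near EC15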
V1R ag counter: counter-screen for oxytocin receptor agonists: human V1a receptor agonists; CHO-V1R cells, Fluo-8 calcium fluorescence, agonist mode; 0% DMSO, 100% 3 nM vasopressin; activation, % at 3 µM; AID 2797; 0.25% of 320,000 active;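 active = activation above the mean activation of all tested compounds plus 3 SD, per screening run, cut at about 20% in these data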;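 note: signal is peak over basal fluorescence ratio across a 100 second FLIPR read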
Target sequence (P37288 whole entry, looked up): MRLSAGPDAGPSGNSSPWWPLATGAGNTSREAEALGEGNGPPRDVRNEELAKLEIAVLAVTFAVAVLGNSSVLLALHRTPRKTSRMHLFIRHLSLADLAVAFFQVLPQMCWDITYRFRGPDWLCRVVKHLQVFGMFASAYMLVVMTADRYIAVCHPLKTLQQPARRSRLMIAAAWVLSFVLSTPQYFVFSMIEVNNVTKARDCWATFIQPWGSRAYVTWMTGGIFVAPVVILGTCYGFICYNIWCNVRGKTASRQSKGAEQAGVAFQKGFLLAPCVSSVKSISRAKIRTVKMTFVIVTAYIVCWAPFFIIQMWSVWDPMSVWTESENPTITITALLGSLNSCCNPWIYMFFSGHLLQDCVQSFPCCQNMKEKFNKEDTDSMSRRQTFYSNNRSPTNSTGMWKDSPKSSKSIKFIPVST
CHO-K1 Ca PAM: M1 PAM counterscreen hit in parental CHO-K1 cells | ATP EC20, Fluo-8 calcium fluorescence; 0% at ATP EC20, 100% at ATP max | 0.02% of 360,000 active | activation, % at 3 µM;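 active = activation above the run cutoff, the mean activation of all test compounds plus 3 SD, cut at about 40% in these data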;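 note: peak over basal fluorescence ratio in a 140 s read after ATP addition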
M1 ag parental: counter-screen for M1 agonists: effect in parental CHO-K1 cells; Fluo-8 calcium fluorescence; scaled to maximal ATP response, vehicle zero; activation, % at 3 µM; 0.48% of 360,000 active; AID 602248; in the data active = activation above about 15%;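 note: untransfected CHO-K1 host cells lacking M1 receptor as counterscreen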
CHRM1 agonist: human M1 muscarinic receptor agonism. P11229. CHO-K1 hM1, Fluo-8 calcium fluorescence, agonist mode; 0% DMSO, 100% acetylcholine EC100. activation, % at 3 µM. 0.33% of 360,000 active;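 active = activation above the run's mean compound activation plus 3 SD, cut at about 16% in these data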;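 note: peak over basal fluorescence ratio within a 140 s kinetic read after compound addition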
CHO-K1 Ca antag: nonselective inhibitor or artifact in parental CHO-K1 cells; 0.6% of 360,000 active; inhibition, % at 3 µM; ATP-induced calcium, Fluo-8 fluorescence;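 active = inhibition above a per-plate cutoff, the plate's mean sample inhibition plus 3 SD, cut at about 24% in these data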;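 note: 0% = DMSO plus EC80 ATP and 100% = DMSO alone without ATP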
TAAR1 antagonist: antagonists of human TAAR1; CHO RD-HGA16 TAAR1, Fluo-8 calcium fluorescence, antagonist; inhibition, % at 3 µM; 1.5% of 360,000 active; AID 624466;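 active = inhibition above a per-plate cutoff, the mean inhibition of test compounds on that plate plus 3 SD, cut at about 49% in these data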;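 note: 0% = DMSO plus EC80 beta-PEA response and 100% = DMSO alone without agonist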
Target sequence (Q96RJ0 whole entry, looked up): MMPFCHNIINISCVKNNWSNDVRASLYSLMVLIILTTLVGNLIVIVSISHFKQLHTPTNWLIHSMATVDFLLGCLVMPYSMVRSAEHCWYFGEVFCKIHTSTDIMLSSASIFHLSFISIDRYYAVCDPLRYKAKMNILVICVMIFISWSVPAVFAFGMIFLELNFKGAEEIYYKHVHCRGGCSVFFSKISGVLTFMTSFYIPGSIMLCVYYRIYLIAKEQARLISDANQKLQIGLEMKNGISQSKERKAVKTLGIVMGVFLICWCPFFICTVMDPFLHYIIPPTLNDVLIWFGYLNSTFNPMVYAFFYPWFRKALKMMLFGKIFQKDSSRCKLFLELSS
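Material: CHO RD-HGA16 cells bearing hTAAR1; compound dosing: one-point dosing, 3 µM nominal final; schedule: dye loading 75 min at 37 °C, then 30 min room temperature; measured by: calcium fluorescence with Fluo-8; control set: vehicle and agonist controls; replication: n of 1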
TAAR1 agonist: agonists of human TAAR1; activation, % at 3 µM; 0.99% of 360,000 active; AID 624467; Q96RJ0; CHO RD-HGA16 TAAR1, Fluo-8 calcium fluorescence; vehicle wells 0%, saturating PEA agonist 100%;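 active = activation above the mean activation of all test compounds in the run plus 3 SD, cut at about 38% in these data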
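Signal – calcium-sensitive Fluo-8 signal, excitation 470-495, emission 515-575 nm · System – RD-HGA16 (CHO) cells co-expressing Gα16 and hTAAR1 · Incubation – 17-24 h seeding, 75 min 37 °C dye, 30 min RT · Compound dosing – 3 µM single concentration · Repeats – no replicates (n 1)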
CHO parental Ca: signal in parental CHO cells, OX1R antagonist counter-screen; parental CHO-K1, ATP-induced calcium, Fluo-8 fluorescence; 0.63% of 330,000 active; inhibition, % at 5.6 µM;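 active = inhibition above that plate's mean sample inhibition plus 3 SD, cut at about 26% in these data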;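 note: 0% = ATP-challenged DMSO wells and 100% = DMSO wells without ATP; some compounds past the cut are filed as inactive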
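Test system: untransfected parental CHO cell line; also added: ATP stimulus; dosing: 5.6 µM, single dose; signal: calcium-sensitive Fluo-8 fluorescence; measure: percent inhibition of ATP-evoked calcium rise, normalized to controls; benchmarks: low control ATP plus DMSO, high control DMSO only; replication: one well per compound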
Numbers without * were called inactive; · = not tested or not shown. Outcome played no part in choosing rows (roughly 3.3% active in at least one column).

compound,TAAR1 antagonist,V1R ag counter,OXTR potentiator,TAAR1 agonist,M1 ag parental,CHRM1 agonist,CHO-K1 Ca antag,CHO-K1 Ca PAM,CHO parental Ca
Nc1nnc(-c2ccccc2)s1,6,0.5,1,9,0.8,-2,-19,31,-6
C=CCN1CCN(C(c2cccc(OC)c2OC)c2nnnn2CCC(C)C)CC1 (configuration not stated),-13,-1.0,-18,1,0.6,-5,-14,8,3
Cn1c(=O)c2c(nc(NCCO)n2C)n(C)c1=O,-10,-0.5,-12,9,-0.2,-3,4,-4,-6
CCOC(=O)Nc1ccc2nc(-c3cscn3)[nH]c2c1,-28,·,·,1,-0.2,6,-6,6,·
CCCCOCCCNCc1cccn1CCN1CCOCC1,-21,-0.7,-5,10,0.5,-6,0,2,-15
Cc1ccn2cc(C(=O)NCc3ccco3)nc2c1,17,0.4,-2,3,0.6,-1,-22,18,-10
Cc1ccc(C(=O)C(C)OC(=O)c2cc3cc([N+](=O)[O-])ccc3oc2=O)cc1 (configuration not stated),1,1.1,-6,20,2.5,-4,-17,10,-12
COc1ccc(-n2c(SCC(N)=O)nnc2-c2ccc(NS(=O)(=O)c3ccc(C)cc3)cc2)cc1,-3,0.4,2,9,1.0,-7,-13,21,0
CC(Cc1cnccn1)NC(=O)c1cc(COc2ccc(F)cc2F)on1 (configuration not stated),-26,0.1,-15,3,0.8,-2,2,16,-4
CCC(=O)N(CCC(c1ccccc1)c1ccco1)Cc1cccs1 (configuration not stated),24,-1.8,-4,10,-0.1,-6,2,19,-18
CS(=O)(=O)N1CCc2nc(-c3ccccc3)sc2C1,8,2.1,-11,6,0.7,-4,-2,-3,-14
CC1(C)CC(=O)C(C(C2=C(O)CC(C)(C)CC2=O)c2cccnc2)C(=O)C1 (configuration not stated),1,-0.2,-8,2,0.4,-4,-12,19,2
Cc1cc(C(=O)OCC(=O)Nc2ccccc2Br)c(C)o1,-9,-0.9,9,0,-0.8,-3,20,-22,-12
c1ccc2c(c1)Nc1ccncc1S2,19,1.3,2,2,1.8,-4,-11,15,-20
COc1ccc(OC)c(S(=O)(=O)N2CCC(C(=O)N3CCN(Cc4ccccc4)CC3)CC2)c1,-6,1.8,-3,12,1.1,-3,-2,1,-5
COc1ccc(-c2nc3ccccc3n2CCC(C)C)cc1OC,20,-1.4,4,24,3.2,-1,-5,16,-38
Cc1ccc(NC(=S)Nc2cc(-c3ccccc3)[nH]n2)cc1Cl,12,1.6,-3,4,2.8,-2,-9,12,-9
CC(C(=O)OCc1nnc(-c2ccccc2)o1)N1C(=O)C2CCCCC2C1=O (configuration not stated),23,1.6,-5,0,0.5,-3,-8,-19,-11
CCCN(CCC)Cc1cc(=O)oc2cc(C)c(C)cc12,13,·,·,-1,0.3,-7,6,6,·
CCN(CC(=O)Nc1c(F)cccc1F)C(=O)COc1cccc2c1OC(C)(C)C2,-10,-0.7,5,1,1.5,-2,-6,8,-15
COc1cccc(NC(=O)CN(C)C(=O)CSCc2nc3scc(-c4cccs4)c3c(=O)[nH]2)c1,-7,-0.6,-7,6,4.3,-4,2,-9,-24
COc1ccc(Nc2nccc(-c3ccc([N+](=O)[O-])cc3)n2)cc1,1,-0.8,-18,-2,2.4,-4,-16,20,-7
CCC(C)(C(=O)NC1CCCC1)N(C(=O)Cc1cccs1)c1c(C)n(C)n(-c2ccccc2)c1=O (configuration not stated),-5,-0.1,-1,-1,0.7,-4,-8,17,-9
CC(=O)Nc1c(O)c2ccccc2[nH]c1=O,1,1.3,-2,-1,0.2,-3,1,7,-6
CCCC(=O)Nc1cc(C(=O)O)ccc1S(=O)(=O)c1ccc(Cl)cc1,-23,0.7,-5,3,-0.1,-3,0,2,-6
O=C(COC(=O)/C=C/c1ccc(S(=O)(=O)N2CCOCC2)cc1)Nc1ccccc1F,-3,3.1,-8,4,0.6,-1,-7,6,-10
COCCCNC(=O)c1ccc(CS(=O)(=O)c2cccc(C(F)(F)F)c2)o1,6,0.3,-12,0,0.8,-1,-6,-5,-3
CCc1ccc(NC(=O)Cn2nnc(-c3ccc(C)cc3-n3cnnn3)n2)cc1,-29,1.2,-3,9,-0.4,-3,9,-19,2
O=C(Nc1ccc(S(=O)(=O)Nc2ccccn2)cc1)c1ccccc1,-17,0.0,6,1,0.8,0,-14,14,-7
CC1=C(C)C(=O)N(C(C)CCc2ccccc2)C1=O (configuration not stated),14,-1.4,-1,1,0.4,-3,-10,14,-17

Some of these compounds in order of molecular weight, rising:
compound,TAAR1 antagonist,V1R ag counter,OXTR potentiator,TAAR1 agonist,M1 ag parental,CHRM1 agonist,CHO-K1 Ca antag,CHO-K1 Ca PAM,CHO parental Ca
CC1=C(C)C(=O)N(C(C)CCc2ccccc2)C1=O (configuration not stated),14,-1.4,-1,1,0.4,-3,-10,14,-17
CS(=O)(=O)N1CCc2nc(-c3ccccc3)sc2C1,8,2.1,-11,6,0.7,-4,-2,-3,-14
COc1ccc(Nc2nccc(-c3ccc([N+](=O)[O-])cc3)n2)cc1,1,-0.8,-18,-2,2.4,-4,-16,20,-7
COc1ccc(-c2nc3ccccc3n2CCC(C)C)cc1OC,20,-1.4,4,24,3.2,-1,-5,16,-38
Cc1ccc(NC(=S)Nc2cc(-c3ccccc3)[nH]n2)cc1Cl,12,1.6,-3,4,2.8,-2,-9,12,-9
CCC(=O)N(CCC(c1ccccc1)c1ccco1)Cc1cccs1 (configuration not stated),24,-1.8,-4,10,-0.1,-6,2,19,-18
CC1(C)CC(=O)C(C(C2=C(O)CC(C)(C)CC2=O)c2cccnc2)C(=O)C1 (configuration not stated),1,-0.2,-8,2,0.4,-4,-12,19,2
CC(Cc1cnccn1)NC(=O)c1cc(COc2ccc(F)cc2F)on1 (configuration not stated),-26,0.1,-15,3,0.8,-2,2,16,-4
Cc1ccc(C(=O)C(C)OC(=O)c2cc3cc([N+](=O)[O-])ccc3oc2=O)cc1 (configuration not stated),1,1.1,-6,20,2.5,-4,-17,10,-12
CCCC(=O)Nc1cc(C(=O)O)ccc1S(=O)(=O)c1ccc(Cl)cc1,-23,0.7,-5,3,-0.1,-3,0,2,-6
C=CCN1CCN(C(c2cccc(OC)c2OC)c2nnnn2CCC(C)C)CC1 (configuration not stated),-13,-1.0,-18,1,0.6,-5,-14,8,3
COc1ccc(-n2c(SCC(N)=O)nnc2-c2ccc(NS(=O)(=O)c3ccc(C)cc3)cc2)cc1,-3,0.4,2,9,1.0,-7,-13,21,0

Going on with the list:
compound,TAAR1 antagonist,V1R ag counter,OXTR potentiator,TAAR1 agonist,M1 ag parental,CHRM1 agonist,CHO-K1 Ca antag,CHO-K1 Ca PAM,CHO parental Ca
Cc1cccn2c(=O)c(C=O)c(Sc3ncccn3)nc12,3,-0.2,-10,11,-0.1,-4,-4,-6,-6
Fc1ccccc1Nc1nc(Cl)nc(Cl)n1,-16,1.0,-18,1,-0.1,-3,-6,17,0
O=C(c1ccc2nsnc2c1)N1CCN(c2ccc([N+](=O)[O-])cc2)CC1,-3,5.5,-6,-2,4.2,-4,-1,4,5
O=[N+]([O-])c1cc(C(F)(F)F)ccc1NCCc1ccccn1,-11,4.3,-11,0,4.0,-2,-14,20,11
Cc1cc(C)cc(C(=O)NC(CC(N)=O)c2ccc(N3CCC(Cc4ccccc4)CC3)c([N+](=O)[O-])c2)c1 (configuration not stated),-17,0.2,-8,1,0.2,-3,-7,4,-10
O=C1C(Cl)=C(N2CCC(C(=O)O)CC2)C(=O)c2ccccc21,·,-1.1,-3,·,0.0,-5,-2,-8,-15
COc1ccc(NS(=O)(=O)c2ccc(Cl)c(N)c2)cc1Br,-3,1.4,-8,3,3.3,3,-1,18,-16
CC(=O)OC(C(=O)Nc1nccs1)c1ccccc1 (configuration not stated),7,1.1,0,4,0.1,-6,-3,7,-2
COc1ccc(/C=N/NC(=O)CNc2ccc(Br)cc2)c(C(=O)O)c1OC,8,0.0,-4,3,-0.7,-3,7,-2,-8
CC1=C[C@@H](C)[C@@H](c2ccccc2)OC1=O,8,-0.2,1,3,0.0,-4,-8,-6,-17
CN(CCC#N)C(=O)COC(=O)C1c2ccccc2Oc2ccccc21,-17,1.4,-2,1,2.5,-11,-16,6,-20
COc1cc(N)c(Cl)cc1C(=O)OCC(=O)N1CCc2ccccc21,7,0.9,-3,6,1.8,-1,4,-15,-29
Cc1ccnc(N2C(=O)OC(C)(C)C2(C)O)c1 (configuration not stated),-1,0.6,-5,0,0.3,0,-1,10,-3
Cc1ccc(S(=O)(=O)N(Cc2ccccc2Cl)C(=O)N2CCN(C)CC2)cc1,-17,0.9,-3,2,0.4,-4,15,-1,11
CSCCC(NC(=O)COc1ccccc1)C(=O)N1CCCCC1 (configuration not stated),-6,0.4,-8,1,1.5,-4,-4,16,-13
CCOc1ccc(N(CCCCO)C(=S)NC(=O)c2ccc(C)c(Br)c2)cc1,-5,-0.7,1,-2,0.1,-6,-10,7,-19
CC(=O)Nc1ccc(NC2=CC(=O)CC(C)(C)C2)cc1,8,0.6,-5,0,-0.2,-4,-5,8,-19
CC(C)CNc1nc(SCC(=O)Nc2ccccc2)nc(N2CCOCC2)n1,-4,-0.7,-8,-3,0.0,-6,-9,12,-13
COc1ccc(OC)c(NC(=O)Cc2cccs2)c1,-11,-0.3,-13,1,0.1,-2,-3,-1,-13
CCCn1c2ccccc2c2cnn(CC(=O)OC)c(=O)c21,-8,-1.1,-2,0,0.0,-2,-9,3,-9
COc1ccccc1OCC(=O)Nc1ccccc1C(=O)NCc1ccco1,42,0.2,-8,14,5.1,-2,-2,12,-23
Cc1ccccc1Oc1ccc2c(c1)[C@@H]1C[C@H]3[C@@H](C(=O)N1CC2)[C@H](C)ON3C,2,·,·,5,1.9,2,-11,17,·
